A350 autofl: qHTS Assay for Spectroscopic Profiling in A350 Spectral Region; 11% of 59,000 active; AID 590, 2007; max dye-equivalent concentration, M; Compound autofluorescence, 340/450 nm, Alexa 350 dye-equivalents; hits give high values; in the data active = max dye-equivalent concentration above about 10 nM; inconclusive = mostly about 1.1 nM to 9.6 nM
CRE Fsk mod: Cell signaling CRE-BLA (Fsk stim) | 2.5% of 71,000 active | CHO CRE-bla reporter (cAMP response element driving beta-lactamase), forskolin EC10, beta-lactamase ratio | Potency, µM (highest dose often 38.2 µM), for inactives: at the top dose activity change, negative = inhibition, most hits filed as activators; active = well fitted activation curve with a large enough effect in the signal ratio, with a control signal flat, not every such curve was filed as active; inconclusive = small, poorly fitted or top-dose-only effect, or effect the other way, or a change in a side signal; the % refers to the signal ratio; also: potency is read from the fitted curve at half-maximal effect; % of control where 0% means no effect
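Beta-lactamase reporter under a cAMP responsive element in CHO cells; compounds tested in titration series against EC10 NKH 477, 3 h at 37 °C. Read-out: CCF4 FRET ratio 460nm/530nm (excitation 405nm) giving %Activity, fitted to AC50.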
Fluorescein fluor: qHTS Assay for Spectroscopic Profiling in Fluorescein Spectral Region; 0.91% of 59,000 active; max fluorescein-equivalent concentration, M; Compound autofluorescence, 480/540 nm, fluorescein-equivalent; hits give high values; in the data active = max fluorescein-equivalent concentration above about 10 nM; inconclusive = between about 1.1 nM and that limit
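Tris 100 mM pH 8.0; 15 min RT; CCD read, ex 480/em 540 nm. Output: fluorescein-equivalent concentration per compound concentration, from six-point dye series on each plate.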
ERK AVP inh: qHTS Assay for Inhibitors of the ERK Signaling Pathway using a Homogeneous Screening Assay; HEK293-V1b, vasopressin-stimulated pERK AlphaScreen; Potency, µM (titrated, usually from 57.5 µM), without a hit: at the highest dose activity, negative = inhibition, usual class: inhibitors; 0.99% of 72,000 active; also: potency is read from the fitted curve at half-maximal effect; % is scaled to controls: 0 for no effect and ±100 for the full control effect; nearly all actives have a fitted effect of over 55% in size
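HEK293 cells stably expressing V1b receptor, seeded overnight in 1% FBS, were treated with compounds for 30 min at 37C, then stimulated 5 min with 25 nM vasopressin; phospho-ERK read by AlphaScreen SureFire after lysis.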
Ub-GFP proteasome: Ubiquitin-GFP Assay; Ubiquitin-GFP reporter cells, proteasome inhibition, GFP fluorescence; response scale: untreated = 0%, 10 µM MG-132 = 100%; Potency, µM (doses to about 45.9 µM), inactives show at the highest dose activation (GFP accumulation), hits mostly activators; 67,000 tested, under 10 active; AID 526, 2006; active = well fitted activation curve with a large enough effect, not every such curve was filed as active; inconclusive = small, poorly fitted or top-dose-only effect, or another doubt; inactive = no such curve, though single readings can be large or run the other way; also: potency is read from the fitted curve at half-maximal effect
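Proteasome blockade was scored as a rise in GFP-expressing U2OS cells carrying a ubiquitin(G76V)-GFP construct, imaged after 4 hr compound treatment at 37 °C across a 46 uM–2.9 nM series.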
Luciferase inh: qHTS Assay for Inhibitors of Firefly Luciferase; Luciferin 4-monooxygenase (Photinus pyralis), P08659; purified firefly luciferase, luminescence, 8 min; Potency, µM (top dose mostly 57.1 µM), inactives show top-dose activity change, negative = inhibition, actives largely listed as inhibitors; 2.2% of 72,000 active; AID 411, 2009; also: potency is read from the fitted curve at half-maximal effect; % is scaled to controls: 0 for no effect and ±100 for the full control effect; nearly all actives have a fitted effect of over 40% in size
Target sequence (P08659 whole entry, looked up): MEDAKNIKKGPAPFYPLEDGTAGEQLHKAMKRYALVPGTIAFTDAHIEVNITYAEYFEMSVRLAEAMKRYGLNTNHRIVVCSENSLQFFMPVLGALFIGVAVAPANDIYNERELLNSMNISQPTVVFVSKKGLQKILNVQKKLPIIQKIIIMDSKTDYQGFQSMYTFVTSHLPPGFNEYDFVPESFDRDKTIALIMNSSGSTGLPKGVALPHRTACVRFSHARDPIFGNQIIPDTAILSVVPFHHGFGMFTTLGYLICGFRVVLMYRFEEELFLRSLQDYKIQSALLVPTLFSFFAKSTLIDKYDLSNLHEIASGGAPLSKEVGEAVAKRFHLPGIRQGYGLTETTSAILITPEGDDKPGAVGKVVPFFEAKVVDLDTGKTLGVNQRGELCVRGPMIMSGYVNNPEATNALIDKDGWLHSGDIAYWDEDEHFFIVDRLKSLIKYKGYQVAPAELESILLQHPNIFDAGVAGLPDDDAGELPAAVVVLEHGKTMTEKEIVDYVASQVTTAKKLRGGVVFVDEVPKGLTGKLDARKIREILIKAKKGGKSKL
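Firefly luciferase (PKLight detection mix) with 10 uM ATP in pH 7.2 imidazole buffer (KCl, MgCl2, Tween 20, BSA). Compounds tested across a concentration series (qHTS). Luminescence read after 8 min at ambient temperature.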
4-MU autofl: qHTS Assay for Spectroscopic Profiling in 4-MU Spectral Region; 11% of 59,000 active; max dye-equivalent concentration, M; compound autofluorescence, 340/450 nm, 4-MU equivalents; hits give high values; AID 589, 2007; in the data active = max dye-equivalent concentration above about 10 nM; inconclusive = mostly about 1.1 nM to 9.6 nM
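Compounds in 100 mM Tris, pH 8.0, incubated 15 min at room temperature, then fluorescence read at 340 nm excitation/450 nm emission. Signal converted to 4-MU dye-equivalent concentration using an on-plate six-point 4-MU standard curve.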
Texas Red fluor: qHTS Assay for Spectroscopic Profiling in Texas Red Spectral Region; Compound fluorescence, Texas Red channel, 547/618 nm; hits give high values; max dye-equivalent concentration, M; 0.06% of 59,000 active; AID 587, 2007; in the data active = max dye-equivalent concentration above about 10 nM; inconclusive = between about 1.1 nM and that limit
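Compound fluorescence was read after 15 min at room temperature in 100 mM Tris, pH 8.0, using 547 nm excitation and 618 nm emission across a concentration series. It was expressed as Texas Red dye-equivalent concentration from an on-plate standard curve.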
Hsp90 Hop PPI: qHTS Assay for Disrupters of an Hsp90 Co-Chaperone Interaction; Hsp90 C-terminal peptide / TPR2A (Hop) interaction, human; AlphaScreen TPR2A-His6 binding biotin-Hsp90 C-terminal peptide; Potency, µM (series often up to 57 µM), inactives show at the top dose activity change, negative = inhibition; 0.44% of 71,000 active; active = well fitted curve in either direction with a large enough effect; inconclusive = small, poorly fitted or top-dose-only effect, or another doubt; also: potency is read from the fitted curve at half-maximal effect; % is scaled to controls: 0 for no effect and ±100 for the full control effect; many of its hits are not listed in these tables
HBB splicing: qHTS Assay for Modulators of Hemoglobin Beta Chain Splicing; HBB splicing reporter cell assay, activation; EGFP reporter with mutant IVS2-654 intron; response scale: normalised to 500 nM splice-correcting PNA; Potency, µM (series often up to 46.1 µM), for the others: at the top dose activation, hits mostly activators; 0.06% of 65,000 active; also: potency is read from the fitted curve at half-maximal effect; 0% is about no effect
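HeLa cells stably expressing EGFP interrupted by mutant beta-globin intron 2 (IVS2-654), 500/well in 2% FCS. Treated with compound for 2 days at 37C. Splicing correction scored as total well GFP intensity (488 nm excitation, 500-520 nm emission); 500 nM antisense PNA served as control.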
Epigenetic mod: qHTS Assay for Epigenetic Modulators. 0.09% of 68,000 active. AID 597, 2007. Potency, µM (top dose mostly 46.1 µM), for the others: at the highest dose GFP derepression (activation). mouse C127i GFP locus derepression, cytometry, 30 h; also: % of control where 0% means no effect
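Locus derepression in mouse mammary C127i cells whose integrated CMV-GFP reporter is normally silent; GFP expression after 30 h compound treatment was quantified by counting fluorescent cells.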
* hit, by the source's call; i = inactive; ? = inconclusive; · = no result given; [ ] = another dose, or the depositor's remark. Unless noted, calls follow the shape of the dose curve; as a rule, active = well fitted curve in the direction sought with a large enough effect; inconclusive = small, poorly fitted or top-dose-only effect, or another doubt; inactive = no such curve, though single readings can be large; an effect the other way counts as inactive or inconclusive.

SMILES	A350 autofl	CRE Fsk mod	Fluorescein fluor	ERK AVP inh	Ub-GFP proteasome	Luciferase inh	4-MU autofl	Texas Red fluor	Hsp90 Hop PPI	HBB splicing	Epigenetic mod
CCCS(=O)(=O)N1CCCC(C(=O)N2CCOCC2)C1 (stereo unspecified)	i	?	i	12%	4%	2%	i	i	-1%	-0.7%	6%
O=C1CC(N2CCN(C3CC(=O)N(CCc4ccccc4)C3=O)CC2)C(=O)N1CCc1ccccc1 (stereo unspecified)	·	0%	·	?	15%	2%	·	·	-1%	1.9%	-2%
COc1ccc(-n2c(=O)c(-c3cccs3)nc3cnc(N4CCN(C)CC4)nc32)cc1	i	?	?	30%	4%	1%[11.4 µM]	i	i	9%	1.6%	2%[9.22 µM]
CCOCCCNC(=O)C1CCN(c2cc(C)nc3c(-c4ccc(OC)c(OC)c4)c(C)nn23)CC1	?	?	i	12%	0%	0%	?	i	-3%	-0.4%	4%
CCCNC(=O)CSc1nnc(-c2ccco2)n1C	i	3%	?	-1%	-1%	1%	i	i	2%	0.3%[57.5 µM]	-2%
Cn1c(SCC(=O)c2ccc(F)cc2)nnc1-c1ccccc1N	?	-4%	?	-4%	-6%	-4%	i	?	-3%	-0.6%	-2%
CCOC(=O)Nc1ccc2c(CN3CCN(S(=O)(=O)c4ccccc4)CC3)cc(=O)oc2c1	1e-08M*	2%	i	9%	3%	0%	1.1e-08M*	?	-3%	0.3%[57.5 µM]	-3%
Nc1nnnn1/N=C/c1cccc(Oc2ccccc2)c1	2.2e-08M*	·	?	·	·	-4%[25.5 µM]	1.9e-08M*	i	·	·	2%[20.6 µM]
CCOC(=O)CN1C(=O)NC(C)(c2ccc(OC(F)F)cc2)C1=O (stereo unspecified)	i	-4%	?	30%	-4%	-9%	i	i	?	-1.1%	2%
O=C(Cc1ccccc1)Nc1ccc(C(=O)O)cc1	i	-5%	i	15%	-9%	3%	i	i	-1%	7.9%	0%
CSc1nc(N2CCOCC2)c2c3c(sc2n1)CCCC3	i	?	i	?	2%	0%	i	i	5%	-1.2%	3%
CN(C(=O)CN(CCO)CC(=O)N(C)C(C)(C)Cc1ccccc1)C(C)(C)Cc1ccccc1	i	-6%[17.1 µM]	?	39%	-2%[20.5 µM]	3%[25.5 µM]	i	i	-4%[26 µM]	1.8%[20.6 µM]	-2%[20.6 µM]
O=S(=O)(NCc1ccccc1Br)c1cccs1	i	0%	i	4%	3%	0%	i	i	-1%	0.6%	3%
CC1CCC(NC(=O)Cn2ncc3ccccc32)CC1 (stereo unspecified)	·	0%	·	-2%	6%	-6%	·	·	2%	-0.8%	7%
c1ccc2c(N3CCCC3)nc(-c3ccncc3)nc2c1	?	?	?	-28%	·	1%	?	i	2%	2.6%[0.369 µM]	0%
CCCOc1cccc(-c2nnc(N)s2)c1	i	·	i	·	·	-7%[25.5 µM]	i	i	·	·	2%[20.6 µM]
O=c1cc(N2CCOCC2)[nH]c(=O)n1Cc1ccc(F)cc1	·	4%	·	·	7%	0%	·	·	-5%	0.4%	·
CCOC(=O)C(C)Sc1nnc(Cn2c(=O)sc3ccccc32)n1-c1ccccc1 (stereo unspecified)	·	-11%	·	-9%	10%	-4%	·	·	-7%	0.1%	-5%
COc1cccc2c1N1C(=O)c3c(C(=O)O)cccc3C1CC2(C)C (stereo unspecified)	·	-1%	·	4%	1%	1%	·	·	-1%	-3.0%	2%
CCCCCOC(=O)Nc1nnc(CCC)s1	·	5%	·	3%	-9%	0%	·	·	-2%	-3.6%	5%
O=C(CSc1nccn1-c1ccccc1)Nc1ccc2c(c1)OCO2	i	-1%	i	-16%	3%	-15%	i	i	-18%	-0.3%	-6%
Cc1noc(C)c1-c1cncnc1N1CCN(C)CC1	i	0%	?	-5%	7%	1%[2.29 µM]	i	i	-1%	0.1%	0%[9.22 µM]
CCN1CCN(c2nc3ccccc3nc2C(C#N)C(=O)OC2CCCCC2)CC1 (stereo unspecified)	1.3e-08M*	-2%	i	-3%	2%	1%	?	i	-7%	4.6%[57.5 µM]	0%
CC1(c2ccc3c(c2)OCO3)NC(=O)N(CC(=O)Nc2ccc(N3CCOCC3)cc2)C1=O (stereo unspecified)	i	-23%	i	29%	17%	-6%	i	i	-3%	-1.0%	0%
COCCNC(=O)c1ccc(Cn2c(=S)[nH]c3cc4c(cc3c2=O)OCO4)cc1	i	-2%	?	-12%	-2%	2%	i	i	-5%	0.8%[0.369 µM]	4%
C=CCn1c(C)cc(C(=O)CSc2nnc(Cc3ccccc3)o2)c1C	i	2%	i	-25%	-3%	-3%	i	i	1%	2.4%[1.84 µM]	-2%
FC(F)(F)c1ccccc1-c1cc(N2CCNCC2)ncn1	i	0%	i	-4%	0%	0%[2.29 µM]	i	i	1%	0.7%	3%[9.22 µM]
CCC(=NC(C)c1ccccc1)c1c(O)n(C)c(=O)n(C)c1=O (stereo unspecified)	?	?	i	-21%	-7%	5%	i	?	-2%	-2.0%[0.369 µM]	4%
COCCn1cnnc1SCC(=O)Nc1ccccc1C(=O)Nc1ccc2c(c1)OCO2	i	2%	i	14%	2%	2%	i	?	-3%	0.2%[57.5 µM]	3%
Brc1ccc(-c2nnc3ccc(N4CCN(c5ccccc5)CC4)nn23)cc1	·	20%	·	-6%	-4%	0%	·	·	-4%	4.1%	8%
Cc1nc2cc(C(F)(F)F)ccc2n1C1CCN(CC(=O)N2CCOCC2)CC1	i	2%	?	-1%	-6%	1%	i	i	-1%	·	0%
OCCOCCn1c2ccccc2c2ccccc21	3.2e-07M*	-2%	i	-6%	-1%	6%	2.5e-07M*	i	0%	0.4%[0.369 µM]	0%
Cc1[nH]c(=O)[nH]c(=O)c1S(=O)(=O)Nc1ccc(Oc2ccccc2)cc1	i	-1%	i	-5%	-2%	1%	i	i	-1%	0.2%	2%
CCCOC(=O)c1sc2nc3c(cc2c1N)C(=O)CCC3	?	5%	i	-12%	-4%	0%	?	i	-1%	-0.1%[57.5 µM]	-1%
COCc1cc(=O)n2[nH]c(-c3ccccc3)cc2n1	·	-1%	·	-11%	-12%	-10%	·	·	-2%	0.8%[9.22 µM]	0%
O=C(NCc1cccs1)C1CCCN1C(=O)NC1CCCCC1 (stereo unspecified)	i	-3%	?	5%	-2%	-35%	i	i	-2%	-4.8%	7%
O=C(Nc1ccccc1NC(=O)c1ccco1)c1ccco1	·	5%	·	-14%	-13%	-1%	·	·	2%	-0.8%[9.22 µM]	13%
COc1cccc(-n2c(SCC(=O)N3CCOCC3)nc3c([nH]c4ccccc43)c2=O)c1	i	5%	i	-19%	2%	1%	i	i	2%	-0.8%	-2%
FC(F)(F)c1ccccc1-c1ccc2ncnc(NCCN3CCOCC3)c2c1	i	?	i	-25%	-2%	-1%[2.29 µM]	i	i	-3%	-1.4%	3%[9.22 µM]
O=C(O)C1CCCCN1S(=O)(=O)c1cccc2nsnc12 (stereo unspecified)	i	·	?	·	·	1%[25.5 µM]	i	i	·	·	1%[20.6 µM]
O=S(=O)(c1cccc(S(=O)(=O)N2CCC(N3CCCCC3)CC2)c1)N1CCOCC1	?	-8%	i	23%	-2%	2%	?	i	54%	-0.2%[57.5 µM]	2%
O=C(Cn1nc(C(F)(F)F)c2c1CCCC2)NCc1ccco1	i	-9%	i	-2%	4%	0%	i	i	-1%	·	-2%
Cc1nn(-c2ccccc2)c2c1/C(=N/O)CC(C)(C)C2	?	?	?	-26%	·	1%	?	?	-3%	2.3%[0.369 µM]	-2%
COC(=O)C1(C(=O)OC)Sc2ccccc2C1=O	1.2e-07M*	-9%	i	7%	-5%	2%	1e-07M*	i	2%	0.5%[57.5 µM]	-3%
Cc1ccc(CCNC(=O)CC2Oc3ccc(C)cc3NC2=O)cc1 (stereo unspecified)	·	-4%	·	4%	-5%	2%	·	·	-3%[2.3 µM]	0.7%	·
COc1ccc(C(=O)N2CCN(c3ccc(C)cc3)CC2)cc1OC	·	?	·	·	0%	0%	·	·	-4%	-1.1%	·
COc1ccc(-n2c(=S)[nH]c3cc(C(=O)NCCCN4CCCC4=O)ccc3c2=O)cc1	i	?	i	-9%	2%	1%	i	?	-6%	-1.8%	7%

An excerpt from above, limited to Epigenetic mod.
molecule,Epigenetic mod
O=C(Nc1ccccc1NC(=O)c1ccco1)c1ccco1,13%
COc1cccc(-n2c(SCC(=O)N3CCOCC3)nc3c([nH]c4ccccc43)c2=O)c1,-2%

Screens from PubChem.

These rows are one share of the data; rates above refer to the full screens.
